VEEV TC-83 Vero: inhibitors of VEEV TC-83 cytopathic effect, confirmation, Vero cells (AID 588727); Vero cells, VEEV TC-83 cytopathic effect inhibition; higher % means a stronger effect; inhibition, % at 20 µM, or IC50 in µM where a hit was titrated; 350,000 compounds, 0.13% hits; in the data active = a potency from the dose series; inconclusive = inhibition mostly from about 14% at the one dose, without a potency; inactive = the rest, 99 in 100 with inhibition below about 12%; also: strong numbers were not always called active
M. tuberculosis: growth inhibition of non-replicating M. tuberculosis (AID 488890). 320,000 compounds, 0.39% hits. Mycobacterium tuberculosis non-replicating, growth inhibition; higher % means a stronger effect. inhibition, % at 25 µM, or IC50 in µM where a hit was titrated; in the data active = a potency from the dose series; inconclusive = inhibition mostly from about 82% at the one dose, without a potency; inactive = the rest, 99 in 100 with inhibition below about 76%;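 also: plate controls were DMSO cells for no effect and high antibiotic wells for full effect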
H1N1 NS1A inhibition: NS1A inhibition, H1N1 influenza, cell based functional assay (AID 504329); NS1A functional cell-based assay, percent inhibition; higher % means a stronger effect; 340,000 compounds, 0.3% hits; inhibition, % at 12.5 µM; hits with a dose series show IC50 in µM; in the data active = a potency from the dose series; inconclusive = inhibition above about 27% without an active follow-up result; also: strong numbers were not always called active
Salmonella PhoP GFP: PhoP regulon inhibitors, Salmonella typhi PhoP promoter GFP reporter, confirmatory (AID 1850). Salmonella Typhi PhoP-promoter GFP reporter, fluorescence, 4 h; higher % means a stronger effect. inhibition, % at 50 µM; hits with a dose series show IC50 in µM. 310,000 compounds, 0.33% hits; in the data active = a potency from the dose series; inconclusive = inhibition mostly from about 25% at the one dose, without a potency; inactive = the rest, 99 in 100 with inhibition below about 19%;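 also: 0% = induced wells with vehicle and 100% = uninduced wells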
H37Rv inhibition: M. tuberculosis growth inhibition, HTS (AID 449762). 330,000 compounds, 0.59% hits. M. tuberculosis H37Rv growth inhibition, 7H9 media; higher % means a stronger effect. inhibition, % at 25 µM, or IC50 in µM where a hit was titrated; in the data active = a potency from the dose series; inconclusive = inhibition above about 70% without an active follow-up result;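 also: bacterial growth assessed after seven days of incubation; strong numbers were not always called active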
VEEV TC-83 Vero 10K pilot screen: further read-out of VEEV TC-83 Vero, marked with its call; inhibition, %; measured here: 10K pilot screen inhibition
Active calls of the source: *; i = inactive; ? = inconclusive; / = no result given. Compounds as they come, and some 1.5% of all compounds hit somewhere here.

Start of the data: the first seven entries (preview)
SMILES	VEEV TC-83 Vero	M. tuberculosis	H1N1 NS1A inhibition	Salmonella PhoP GFP	H37Rv inhibition	others
C[C@@H]1O[C@@H](O[C@H]2[C@H](Oc3cc(O)c4c(c3)O[C@H](c3ccc(O)cc3)CC4=O)O[C@H](CO)[C@@H](O)[C@@H]2O)[C@H](O)[C@H](O)[C@H]1O	1.4%	6%	3%	-12%	0%
CC1(C)CC(=O)C=C(Nc2cccc(O)c2)C1	0.9%	-13%	-14%	-8%	0%
COc1ccc(Cl)cc1NC(=O)C/C(C)=N/NC(=O)CCc1ccccc1	0.4%	-2%	0%	13%	-1%
O=C(Nc1cccc(S(=O)(=O)N2CCOCC2)c1)c1ccc(N2CCOCC2)c([N+](=O)[O-])c1	8.6%	16%	5%	-16%	-22%
O=C(Oc1ccc(C(=S)N2CCOCC2)cc1)c1ccccc1[N+](=O)[O-]	0.4%	23%	3%	-2%	3%
Cn1c(=O)[nH]c(=O)c2c1nc(SCC(=O)O)n2CCCc1ccccc1	1.4%	3%	-4%	-1%	8%
CN(CC(=O)Nc1ccc(F)cc1)C(=O)COC(=O)c1cc(S(=O)(=O)N(C)C)ccc1N1CCCC1	0.4%	14%	0%	-1%	0%

The whole of this part (from the top)
SMILES	VEEV TC-83 Vero	M. tuberculosis	H1N1 NS1A inhibition	Salmonella PhoP GFP	H37Rv inhibition	others
C[C@@H]1O[C@@H](O[C@H]2[C@H](Oc3cc(O)c4c(c3)O[C@H](c3ccc(O)cc3)CC4=O)O[C@H](CO)[C@@H](O)[C@@H]2O)[C@H](O)[C@H](O)[C@H]1O	1.4%	6%	3%	-12%	0%
CC1(C)CC(=O)C=C(Nc2cccc(O)c2)C1	0.9%	-13%	-14%	-8%	0%
COc1ccc(Cl)cc1NC(=O)C/C(C)=N/NC(=O)CCc1ccccc1	0.4%	-2%	0%	13%	-1%
O=C(Nc1cccc(S(=O)(=O)N2CCOCC2)c1)c1ccc(N2CCOCC2)c([N+](=O)[O-])c1	8.6%	16%	5%	-16%	-22%
O=C(Oc1ccc(C(=S)N2CCOCC2)cc1)c1ccccc1[N+](=O)[O-]	0.4%	23%	3%	-2%	3%
Cn1c(=O)[nH]c(=O)c2c1nc(SCC(=O)O)n2CCCc1ccccc1	1.4%	3%	-4%	-1%	8%
CN(CC(=O)Nc1ccc(F)cc1)C(=O)COC(=O)c1cc(S(=O)(=O)N(C)C)ccc1N1CCCC1	0.4%	14%	0%	-1%	0%
CC1(C)Cc2cccc(OCC(=O)NCc3ccccc3)c2O1	2.9%	10%	-5%	-5%	4%
COC(=O)c1nn(-c2ccc(OC)cc2)c(=O)cc1Sc1ccc(C)cc1	1.3%	4%	/	-5%	0%
COc1ccc(OC)c(NC(=O)CSc2nnc(Cc3cccn3C)n2CCc2ccccc2)c1	0.7%	8%	28%	-13%	2%
CC(C)(C)OC(=O)NCc1ccc(CNC(=O)c2nc[nH]c2C(=O)N2CCc3ccccc3C2)cc1	10%	67%	-6%	/	-4%
CC12C=CC3(CN(Cc4ccccc4)C(=O)C3C1C(=O)NC1CC1)O2 (stereo not given)	i	-6%	4%	-1%	-1%

Looked up by structure from the list above:
SMILES	VEEV TC-83 Vero	M. tuberculosis	H1N1 NS1A inhibition	Salmonella PhoP GFP	H37Rv inhibition	others
COc1ccc(Cl)cc1NC(=O)C/C(C)=N/NC(=O)CCc1ccccc1	0.4%	-2%	0%	13%	-1%
Cn1c(=O)[nH]c(=O)c2c1nc(SCC(=O)O)n2CCCc1ccccc1	1.4%	3%	-4%	-1%	8%

(cont.)
SMILES	VEEV TC-83 Vero	M. tuberculosis	H1N1 NS1A inhibition	Salmonella PhoP GFP	H37Rv inhibition	others
COc1ccc(OC)c(/C=C/C(=O)NC2=NCCS2)c1	1.2%	12%	-5%	1%	5%
CCOC(=O)C(C)Oc1ccc(NC(=O)C(Cl)Cl)cc1 (stereo not given)	i	?	-5%	-1%	?
Cc1c(C(=O)N2CCCC2)c(S(=O)(=O)Nc2cccc(Br)c2)c(C)n1C	4.5%	8%	-1%	-9%	-12%
CC(C)OC(=O)CC1C(=O)NCCN1C(=O)COc1ccc(C(C)(C)C)cc1 (stereo not given)	0.3%	-6%	1%	12%	1%
COc1cc(C2NC(=O)NC(C)=C2C(=O)OCc2ccc(C)cc2)cc(OC)c1O (stereo not given)	0.5%	20%	-1%	8%	6%
CCOC(=O)c1cnc(-n2[nH]c(C)c(Cc3ccccc3)c2=O)[nH]c1=O	5.5%	-15%	3.4µM*	-1%	-7%
CC(=O)c1c(C)[nH]c(C(=O)OCC(=O)c2ccc(C)s2)c1C	9.2%	60%	7%	/	5%
CN(C)CCNC(=O)c1cccc2ccc(-c3ccc(-c4ccccc4)cc3)nc12	i	/	17%	/	/
CC(C)NC(=O)C1CCN(Cc2cnn(-c3ccccc3)c2-n2cccc2)CC1	0.8%	0%	-21%	2%	-5%
COc1ccc(NC(=O)COC(=O)/C=C/c2ccccc2[N+](=O)[O-])cc1OC	2.9%	21%	-6%	-6%	0%
CN(c1cccc(NS(=O)(=O)c2cccs2)c1)S(C)(=O)=O	2.3%	-11%	-1%	-3%	-9%
O=C1CCC(C(=O)OCC(=O)N2N=C3/C(=C/c4ccccc4)CCCC3C2c2ccccc2)N1 (stereo not given)	i	36%	6%	13%	-4%
COc1ccc(CC(=O)NNC(=O)c2ccc(NC(C)=O)cc2)cc1	0.2%	-7%	-1%	4%	2%
CN(C)c1ccc(/C=C2\C(=O)NC(=O)N(CCc3ccc(F)cc3)C2=O)cc1	4.6%	3%	-4%	-14%	7%
Cn1nnnc1SCCNCc1cccnc1	1.3%	1%	-5%	-1%	-3%
O=C(c1ccc(-n2c(SCc3cccc(F)c3)nc3ccccc3c2=O)cc1)N1CCOCC1	i	-5%	-3%	11%	16%
c1ccc(C2NCCc3ccccc32)cc1 (stereo not given)	1.4%	5%	0%	-1%	-3%
O=C(CCC1CCCN(C(=O)c2ccoc2)C1)NCc1ccc(F)c(F)c1 (stereo not given)	i	4%	-6%	-7%	0%
O=C(c1ccco1)N1CCN(C/C=C/c2ccccc2)CC1	0.9%	12%	-2%	3%	-8%
COc1cccc(-n2nnc3c(=O)n(Cc4cccc(C)c4)cnc32)c1	1.0%	/	-10%	2%	-3%
Cc1cccc(NS(=O)(=O)c2ccc(C)c(C(=O)NCc3ccncc3)c2)c1	1.8%	-2%	5%	6%	-3%
CC1(C)N=C(c2cccs2)C(C)(C)N1O	0.7%	-10%	-4%	9%	-12%
O=C(Nc1ccc2ccccc2c1)N1C[C@H]2C[C@@H](C1)c1cccc(=O)n1C2	i	-7%	-13%	0%	2%
COc1ccc(NC(=O)CN(C)CC(=O)c2[nH]c(C)c(C(C)=O)c2C)cc1	4.3%	16%	-3%	/	3%

Of the compounds above, 4 have fluorine.
SMILES	VEEV TC-83 Vero	M. tuberculosis	H1N1 NS1A inhibition	Salmonella PhoP GFP	H37Rv inhibition	others
CN(CC(=O)Nc1ccc(F)cc1)C(=O)COC(=O)c1cc(S(=O)(=O)N(C)C)ccc1N1CCCC1	0.4%	14%	0%	-1%	0%
CN(C)c1ccc(/C=C2\C(=O)NC(=O)N(CCc3ccc(F)cc3)C2=O)cc1	4.6%	3%	-4%	-14%	7%
O=C(c1ccc(-n2c(SCc3cccc(F)c3)nc3ccccc3c2=O)cc1)N1CCOCC1	i	-5%	-3%	11%	16%
O=C(CCC1CCCN(C(=O)c2ccoc2)C1)NCc1ccc(F)c(F)c1 (stereo not given)	i	4%	-6%	-7%	0%

Next section.
SMILES	VEEV TC-83 Vero	M. tuberculosis	H1N1 NS1A inhibition	Salmonella PhoP GFP	H37Rv inhibition	others
Cc1cc(=O)oc2cc(OCC(=O)NC3CC(C)(C)NC(C)(C)C3)ccc12	i	0%	7%	-3%	-1%
Cc1ccc(O)c(N=Cc2cc(Cc3ccccc3)cc([N+](=O)[O-])c2O)c1	1.2%	/	12%	/	/
COC(=O)C(NC(=O)CSc1nc(N)cc(=O)[nH]1)c1ccccc1 (stereo not given)	i	-6%	2%	5%	-10%
COc1cc(C(C)=O)ccc1OCC(=O)Nc1ccc(C)c(S(=O)(=O)N2CCCCCC2)c1	5.6%	0%	-1%	/	0%
Cc1cccc(N2C(=O)c3ccc(Br)cc3C2=O)n1	0.1%	10%	-3%	-9%	7%
CCCCOC(=O)Nc1cc(Cl)ccc1C	4.0%	78%	-7%	-8%	1%
CCOC(=O)C1(c2ccccc2)CCN(CCC(=O)Nc2ccc(C(=O)OC)cc2)CC1	i	43%	-17%	/	14%
CC(=O)N1CN2CN(C(C)=O)CC(C(=O)c3ccc([N+](=O)[O-])cc3)(C2)C1	0.2%	-11%	-4%	6%	-4%
CC(CN1CCC(n2nccc2NC(=O)CCCc2ccccc2)CC1)c1ccccc1 (stereo not given)	2.8%	8%	-5%	-5%	6%
CSc1ccc(CN(C)CCc2ccccn2)cc1	i	2%	2%	-1%	-1%
CCOC(=O)c1ccc2c(c1)[n+](CC)c(C)n2-c1ccccc1	0.5%	8%	-2%	-1%	-5%
O=C(Cc1cccc(NC(=O)C2CCN(C(=O)C3CCCCC3)CC2)c1)Nc1cccc(C(=O)N2CCCC2)c1	1.1%	25%	-4%	/	-4%	VEEV TC-83 Vero 10K pilot screen=1.5

Arranged by number of heavy atoms (lowest first): part of the list above.
SMILES	VEEV TC-83 Vero	M. tuberculosis	H1N1 NS1A inhibition	Salmonella PhoP GFP	H37Rv inhibition	others
Cc1cccc(N2C(=O)c3ccc(Br)cc3C2=O)n1	0.1%	10%	-3%	-9%	7%
CCOC(=O)c1ccc2c(c1)[n+](CC)c(C)n2-c1ccccc1	0.5%	8%	-2%	-1%	-5%
Cc1cc(=O)oc2cc(OCC(=O)NC3CC(C)(C)NC(C)(C)C3)ccc12	i	0%	7%	-3%	-1%

Next section.
SMILES	VEEV TC-83 Vero	M. tuberculosis	H1N1 NS1A inhibition	Salmonella PhoP GFP	H37Rv inhibition	others
CC(C)c1cc(C(F)(F)F)n2nc(C(=O)Nc3ccc4c(c3)OCO4)cc2n1	8.8%	12%	6%	-3%	13%
COc1ccccc1CCN=C(N)NS(=O)(=O)c1ccccc1	0.4%	-20%	-10%	2%	1%	VEEV TC-83 Vero 10K pilot screen=0.7
Cc1ccc(S(=O)(=O)N2CCCOC2CNC(=O)C(=O)NCCC2=CCCCC2)cc1 (stereo not given)	i	5%	3%	7%	-3%
CN(C)c1cccc2c1C(=O)c1ccccc1C2=O	0.7%	10%	10µM*	0%	5%
COc1ccc(CCNc2cc(=O)[nH]c(N)n2)cc1	i	32%	7%	-6%	-13%
CCCCn1c(N)c(N(CCOC)C(=O)CCCn2c(=O)oc3ccccc32)c(=O)[nH]c1=O	2.2%	/	-4%	/	/
Cn1c(-c2ccc3c(c2)OCO3)cnc1NCc1ccc(Cl)cc1	1.1%	54%	11%	82µM*	?
Cc1c(Cl)cccc1-n1c(SCC(=O)N2CCC(C(=O)O)CC2)nnc1-c1ccncc1	1.8%	-3%	-15%	11%	3%
O=C(Nc1ccc(CN2CCOCC2)cc1)c1ccc(Br)o1	i	-5%	-9%	-6%	7%
CCCCC(C(=O)NC(C)c1ccccc1)C(=O)NC(C)c1ccccc1 (stereo not given)	1.7%	-20%	-3%	-4%	1%
COc1ccc(-n2c(C)cc(C(=O)NC3CCCCC3)c2C)cc1	0.6%	48%	-2%	-5%	-4%
Cc1c(C(=O)NCCCN2CCOCC2)oc2ccc(S(=O)(=O)N3CCOCC3)cc12	5.2%	-8%	2%	11%	-7%
COc1nc(-c2ccccc2)cc(C(F)(F)F)n1	3.6%	1%	25%	2%	-3%
Cc1noc(/C=C/c2cccs2)c1S(=O)(=O)N1CCC(C(=O)NCCCN2CCCC(C)C2)CC1 (stereo not given)	i	43%	8%	2%	6%
Nc1nc2nccc(-c3ccccn3)n2n1	1.6%	3%	-1%	4%	-5%
O=C(Nc1ncccc1O)c1ccc(OCC2CCCO2)cc1 (stereo not given)	1.6%	-12%	-7%	-8%	-8%
O=C1CN(C(=O)CNC(=O)c2ccc(Cl)cc2Cl)CCN1	0.9%	-4%	5%	5%	2%
Cc1cccc2cc(C(c3nnnn3Cc3ccccc3)N3CCCc4ccccc43)c(=O)[nH]c12 (stereo not given)	4.7%	21%	10%	4%	1%

Source: PubChem
